High-throughput results from PubChem.
SENP8 block-1 = blocks human SENP8 cleavage of Nedd8 substrate; Q96LD8; recombinant SENP8, Nedd8 substrate fluorescence; inhibition, % at 20 µM; 360,000 compounds, 0.64% hits; AID 602440; in the data active means inhibition mostly above about 40%, no sharp cut-off; inactive means mostly below about 27%
Target sequence (Q96LD8 whole entry, looked up): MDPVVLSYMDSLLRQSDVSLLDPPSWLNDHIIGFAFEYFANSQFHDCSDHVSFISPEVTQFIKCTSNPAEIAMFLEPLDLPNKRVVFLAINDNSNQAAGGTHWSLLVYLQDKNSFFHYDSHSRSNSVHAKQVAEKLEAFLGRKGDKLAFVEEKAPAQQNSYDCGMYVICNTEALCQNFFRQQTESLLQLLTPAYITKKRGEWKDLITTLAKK
SENP8 block-2 = inhibitors of human SENP8 protease; Q96LD8; purified SENP8, Z-RLRGG-aminoluciferin cleavage, luminescence; inhibition, % at 10 µM; 330,000 compounds, 1.2% hits; AID 2540; in the data active means inhibition above about 50%
SENP7 inh = SENP7 protease inhibition; recombinant SENP7, Z-RLRGG-aminoluciferin luminescence, 40 min; inhibition, % at 5 µM; 330,000 compounds, 1.5% hits;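 active means inhibition above about 50% at the single test dose, limit read from the data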;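 further: plate controls were DMSO with enzyme for no effect and no enzyme buffer wells for full effect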
SENP1 inh = inhibitors of human SENP1 SUMO protease catalytic domain; AID 624204; recombinant SENP1 catalytic domain, CyPet-SUMO1-YPet FRET cleavage; Q9P0U3; inhibition, % at 10 µM; 360,000 compounds, 0.21% hits;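 active means inhibition at least 30% at 10 µM, raw YFP signal under a set limit, fluorescence ratio 0.5 to 1.5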;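 further: 0% = enzyme with DMSO and 100% = no enzyme wells; some results filed as inactive read as strong as hits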
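System: Recombinant human SENP1 catalytic domain, His6-tagged | Incubation: Enzyme reaction for 50 min at room temperature, dark | Medium: Tris pH 8 with BME, BSA, NP40 and catalase | Also added: 25 nM SUMO1 FRET substrate | Compound: 10 µM single point, 0.5% DMSO | Measured by: FRET fluorescence in CFP and YFP emission channels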
SENP6 inh = blocks the human protease SENP6 | Q9GZR1 | 330,000 compounds, 1.8% hits | inhibition, % at 10 µM | AID 2599 | Recombinant SENP6 catalytic domain, aminoluciferin luminescence;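 active means inhibition above about 50% at the single tested dose, limit read from the data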;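 further: plate controls were DMSO wells with enzyme for no effect and DMSO wells lacking enzyme for full effect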
Target sequence (Q9GZR1 628-1112 limits assumed): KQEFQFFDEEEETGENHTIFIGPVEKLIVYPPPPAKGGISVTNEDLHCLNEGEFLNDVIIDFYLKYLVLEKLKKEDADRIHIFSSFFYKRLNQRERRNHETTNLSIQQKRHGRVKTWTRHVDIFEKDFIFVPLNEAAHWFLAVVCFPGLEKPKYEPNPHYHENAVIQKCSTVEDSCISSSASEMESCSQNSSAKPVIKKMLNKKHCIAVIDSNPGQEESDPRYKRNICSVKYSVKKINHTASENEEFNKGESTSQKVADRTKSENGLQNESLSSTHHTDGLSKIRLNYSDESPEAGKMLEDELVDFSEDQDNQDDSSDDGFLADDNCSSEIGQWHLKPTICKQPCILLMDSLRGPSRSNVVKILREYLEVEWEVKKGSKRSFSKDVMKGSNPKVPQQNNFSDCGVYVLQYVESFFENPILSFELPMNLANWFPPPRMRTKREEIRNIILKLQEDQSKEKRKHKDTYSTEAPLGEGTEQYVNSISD
Apaf-1 inh = inhibitors of human Apaf-1 apoptosome. O14727. AID 489030. inhibition, % at 20 µM. 330,000 compounds, 0.71% hits. reconstituted apoptosome caspase-3 activity, DEVD-Rh110 fluorescence; active means inhibition of at least 40% at 20 µM;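 further: plate controls were DMSO wells for no effect and DEVD-CHO caspase inhibitor wells for full effect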
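Material: reconstituted apoptosome with Apaf-1, cytochrome c, caspase-9, procaspase-3, dATP. Technique: Rh110 fluorescence intensity. Buffer or medium: pH 7.5 Hepes buffer with CHAPS, BSA, DTT. Times: 30 min plus 50 min, RT.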
APOBEC3G inh = APOBEC3G (human) deaminase inhibition; Q9HC16; recombinant A3G, ssDNA deamination FAM/TAMRA fluorescence; inhibition, % at 20 µM; 330,000 compounds, 0.28% hits;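 active means inhibition of at least 40% at 20 µM, with no more than 30% in the related APOBEC3A deaminase screen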;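 further: plate controls were DMSO wells with A3G for no effect and wells lacking A3G enzyme for full effect; some compounds called inactive have numbers as strong as hits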
Target sequence (Q9HC16 whole entry, looked up): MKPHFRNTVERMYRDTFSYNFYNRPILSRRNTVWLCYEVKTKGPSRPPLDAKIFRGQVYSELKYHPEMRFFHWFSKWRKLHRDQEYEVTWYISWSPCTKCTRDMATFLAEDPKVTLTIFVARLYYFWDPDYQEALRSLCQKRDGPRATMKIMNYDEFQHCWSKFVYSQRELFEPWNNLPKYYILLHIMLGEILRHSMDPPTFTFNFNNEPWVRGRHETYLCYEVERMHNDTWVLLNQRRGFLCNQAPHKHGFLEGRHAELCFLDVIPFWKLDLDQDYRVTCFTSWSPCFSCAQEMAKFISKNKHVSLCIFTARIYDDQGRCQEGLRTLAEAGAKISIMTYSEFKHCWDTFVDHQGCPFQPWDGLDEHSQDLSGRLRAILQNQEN
UBC13 inh = inhibitors of human UBC13 polyubiquitin chain formation. P61088. TR-FRET. inhibition, % at 20 µM. 330,000 compounds, 0.47% hits. AID 485273; in the data active means inhibition above about 45%, passing the limit was not always enough
Active calls of the source: *. This is a random part of the collection; overall some 3.6% were active at least once.

no.	structure	SENP8 block-1	SENP8 block-2	SENP7 inh	SENP1 inh	SENP6 inh	Apaf-1 inh	APOBEC3G inh	UBC13 inh
1	Cc1ccc(CSc2nnc(-c3ccccn3)n2C)cc1	17	2	-3	-1	-15	-10	-4	3
2	CC(C)CNS(=O)(=O)c1cc2c3c(c1)CCC(=O)N3CCC2	-3	-13	-21	4	1	2	0	-8
3	Cc1ccc2c(c1)c1c(n2CC(O)CNC2CCCCC2)CCCC1 (configuration not stated)	-33	1	-8	10	-3	34	-6	61*
4	CC(=O)COc1c(-c2ccco2)oc2ccccc2c1=O	-310	-2	1	-1	-18	-2	-7	-2
5	COc1ccccc1CNC(=O)CN1C(=O)NC2(CCCC2)C1=O	9	2	5	1	-15	3	2	-2
6	COc1ccc(Cl)cc1NC(=S)NNC(=O)CC(C)C	-2	1	5	4	-6	-7	-2	-5
7	Cc1ccc(NC(=O)C(c2ccccc2)N(C)C)cc1Cl (configuration not stated)	-3	-8	-13	-1	-18	-2	-3	2
8	Cc1c(Br)c([N+](=O)[O-])nn1CCCC(=O)Nc1c(C)n(C)n(-c2ccccc2)c1=O	30	-4	-15	2	-3	-19	-11	49*
9	CN(Cc1cn(C)nc1-c1ccccc1F)CC1CCCCO1 (configuration not stated)	17	7	4	1	-5	1	0	2
10	COc1cccc(NC(=O)C2CC(=O)N(C)C(=Nc3cccc(F)c3)S2)c1 (configuration not stated)	-22	-2	-8	5	-19	5	3	-5
11	CC(C)Cn1cnc2c1c(=O)n(CC(=O)N(C)C)c(=O)n2Cc1ccccc1	-18	1	1	2	36	-16	-3	6
12	COCCC1CCCCN1C(=O)c1cccc(OC2CCN(C3CCCC3)CC2)c1 (configuration not stated)	7	-4	5	-3	-3	-4	-5	-4

Ordered by number of heavy atoms (rising): part of the list above.
no.	structure	SENP8 block-1	SENP8 block-2	SENP7 inh	SENP1 inh	SENP6 inh	Apaf-1 inh	APOBEC3G inh	UBC13 inh
9	CN(Cc1cn(C)nc1-c1ccccc1F)CC1CCCCO1 (configuration not stated)	17	7	4	1	-5	1	0	2
3	Cc1ccc2c(c1)c1c(n2CC(O)CNC2CCCCC2)CCCC1 (configuration not stated)	-33	1	-8	10	-3	34	-6	61*
11	CC(C)Cn1cnc2c1c(=O)n(CC(=O)N(C)C)c(=O)n2Cc1ccccc1	-18	1	1	2	36	-16	-3	6
12	COCCC1CCCCN1C(=O)c1cccc(OC2CCN(C3CCCC3)CC2)c1 (configuration not stated)	7	-4	5	-3	-3	-4	-5	-4

The listing picks up, starting 2 compounds before the break.
no.	structure	SENP8 block-1	SENP8 block-2	SENP7 inh	SENP1 inh	SENP6 inh	Apaf-1 inh	APOBEC3G inh	UBC13 inh
11	CC(C)Cn1cnc2c1c(=O)n(CC(=O)N(C)C)c(=O)n2Cc1ccccc1	-18	1	1	2	36	-16	-3	6
12	COCCC1CCCCN1C(=O)c1cccc(OC2CCN(C3CCCC3)CC2)c1 (configuration not stated)	7	-4	5	-3	-3	-4	-5	-4
13	CCCNC(=O)CSc1nccn1Cc1ccc(OC)cc1	1	-1	-9	-7	10	-5	2	10
14	COc1cc(C(=O)Nc2ccc(S(=O)(=O)N3CCCCC3C)cc2)cc(OC)c1OC (configuration not stated)	28	-7	-4	0	-8	13	-6	7
15	Cc1ccc(OCCNC(=O)C(C)SCC(=O)Nc2ccc(F)cc2)cc1 (configuration not stated)	12	-2	8	-2	2	9	2	9
16	O=C(O)c1cccc(C(=O)c2cccc3ccccc23)c1	25	0	2	1	-7	-9	-13	3
17	C/C(=N\Nc1ccc(C(F)(F)F)cn1)c1ccc(S(=O)(=O)NCc2ccco2)cc1	22	-8	-5	2	-10	8	-2	7
18	Cc1nc(NC(=O)C2CCCCC2C(=O)O)sc1C (configuration not stated)	6	4	-4	2	-3	-6	3	-1
19	O=C(/C=N\O)NCCCNCc1ccccc1	21	1	5	2	6	-21	-6	4
20	COC(=O)C1C(=O)C(C(=O)c2ccc([N+](=O)[O-])cc2)C(=O)CC1(C)C (configuration not stated)	7	-9	-8	-7	-25	-5	-9	-14
21	CC(C)N(C(=O)CO/N=C/c1cccc([N+](=O)[O-])c1)C(C)C	6	2	0	2	5	-6	-6	3
22	COc1ccc(C)cc1Nc1n[n+](-c2ccccc2)c(-c2ccc(OC)c(OC)c2OC)s1	24	-5	-1	-3	-3	18	-10	48*
23	CC(C)(C)OC(=O)N1CCC(Cc2cc(-c3ccccc3)no2)(C(=O)O)CC1	12	2	5	-1	-9	0	-4	-2
24	O=C(CN1C(=O)c2ccccc2S1(=O)=O)N1CCc2ccccc21	5	-2	3	0	-4	-1	-2	2

Look-ups from above.
APOBEC3G inh with no. 14 : -6
SENP8 block-1 with no. 15 : 12

Further entries
no.	structure	SENP8 block-1	SENP8 block-2	SENP7 inh	SENP1 inh	SENP6 inh	Apaf-1 inh	APOBEC3G inh	UBC13 inh
25	O=C(Nc1ccccc1OC(F)F)c1cc2c(s1)CCC2	-188	-1	-2	-68	25	-5	-1	-4
26	COC(=O)c1ccc(Cn2cc(C(F)(F)F)cc([N+](=O)[O-])c2=O)cc1	14	-1	4	0	-12	3	0	-3
27	C/C(=N\O)C1(C)N(O)C(C)(C)C(c2ccc(Br)cc2)=[N+]1[O-] (configuration not stated)	16	-5	-1	1	-3	-1	-5	2
28	CCCCCCn1c(O)c(/C=C2\C=NN=C2c2ccccc2)sc1=S	42*	-5	-2	-7	-5	20	2	-10
29	O=C(N1CCCCCC1)N1CCN(S(=O)(=O)c2cccc([N+](=O)[O-])c2)CC1	14	-4	-9	1	-5	12	-4	-2
30	CCOC(=O)C1CCN(CC(=O)c2c(C)[nH]c3ccccc23)CC1	11	1	1	-3	-12	1	-1	17
31	O=C(CCNC(=O)c1ccco1)NCc1ccc(C(=O)O)cc1	5	7	3	-1	-1	-9	-3	6
32	Cc1nc2ccccc2n1CC(=O)NCc1ccccc1	4	0	-1	-1	4	-11	-5	9
33	O=C(Cc1csc(-c2ccccc2)n1)NCC(=O)Nc1ccc(F)c(F)c1F	-8	-3	1	-4	0	0	-8	2
34	CCOc1cccc(N(C(=O)CNC(=O)c2ccco2)C(C(=O)NCC2CCCO2)c2ccccc2)c1 (configuration not stated)	2	-8	-1	2	-19	6	-6	-7
35	Cc1ccc2c(c1)N(CC(=O)NCCCN1C(C)CCCC1C)C(=O)c1cccnc1O2 (configuration not stated)	9	-2	10	0	-9	13	1	13
36	COC(=O)/C(=C/c1cccnc1)NC(=O)c1ccccc1	17	3	-1	2	-6	-3	1	0
37	COc1ccc(C(=O)N/C(=C\c2cccc3ccccc23)C(=O)N2CCN(C)CC2)cc1	1	-1	-7	-2	1	21	-11	-12
38	CCN(CC)S(=O)(=O)c1cccc(NC(=O)C(=O)c2c(-c3ccccc3)cc3ccccn23)c1	34	5	0	-33	-11	9	4	-7
39	CCCC(NC(=O)c1ccccc1)c1nc2ccccc2n1Cc1ccc(C(=O)OC)o1 (configuration not stated)	14	-4	-2	1	-17	6	-3	1
40	CS(=O)(=O)c1ccc(NC(=O)c2cccc(-n3cnnn3)c2)cc1	14	-13	2	0	-4	-1	-5	6
41	O=C(COC(=O)CCc1c[nH]c2ccccc12)NCCc1ccccc1	8	3	7	0	-9	-2	-6	0
42	COc1ccc(C(=O)Nc2ccc(S(=O)(=O)N(C)c3ccccc3)cc2)cc1	2	-13	-11	0	-9	17	-7	-2
43	O=C(c1cccs1)N1CCN(c2nnc(-c3ccccc3)c3ccccc23)CC1	4	1	9	1	6	1	-4	14
44	Cc1cc(N2CC(C(=O)NCc3cccnc3)CC2=O)ccc1C(C)C (configuration not stated)	12	1	-3	-2	-31	-25	-5	14
45	COc1ccc(S(=O)(=O)N2CCN(C(=O)CCC3CCCC3)CC2)cc1	20	-6	3	-1	-5	7	3	6
46	CCOC(=O)c1c(C)sc2c1N(C(=O)CN(CC)CC)c1cc(Cl)ccc1S2	15	-4	4	1	-10	12	-4	6
47	CN(C)CCCN1C(=O)c2cccc3cccc(c23)C1=O	-300	3	-3	2	0	-13	-4	-15
48	N#CC(C#N)=c1ccc2c(c1)NC1(CCCCC1)N=2	42*	18	9	-4	15	29	3	-422
49	Cc1cccc(/C=N/NC(=O)c2cccc([N+](=O)[O-])c2)n1	15	2	-11	0	-2	5	-5	-8
50	COc1ccc(NC(=O)/C(C#N)=C\c2ccc(-c3cc(C(=O)O)ccc3C)o2)cc1	24	-1	-8	-19	-3	8	1	-24
51	OCc1c[nH]c2ccccc12	-112	8	3	-43	11	-9	-6	-7
52	CSc1ccccc1C(=O)Nc1cccc(C(C)O)c1 (configuration not stated)	12	-7	-5	3	-13	-2	-9	1
53	Cc1ccc(NC(=O)CN(C)C(=O)COC(=O)c2ccc(Cl)cc2O)cc1	-28	10	-4	2	11	2	-4	20
54	COc1ccc(/C=C2\Sc3ccc(C(=O)N4CCOCC4)cc3N(C)C2=O)cc1	-23	4	0	1	9	14	-4	-3
55	CCOC(=O)Cc1csc(NC(=O)COc2ccc3c(c2)CCC3)n1	5	-7	13	2	2	3	-6	-5
56	CN(CC(=O)Nc1ccccc1Br)C(=O)CNC(=O)C1CCCCC1	2	0	3	0	7	2	6	7
57	COc1ccc(O)c(CN2CCC(n3nccc3NC(=O)C3CCCC3)CC2)c1	-53	-4	0	-2	0	1	-4	3
58	COc1ccc(C(=O)NCCc2nnc3ccc(SCC(=O)NCc4ccc(F)cc4)nn23)cc1	-28	5	-5	2	19	-6	-2	0
59	O=[N+]([O-])c1ccc(-c2csc(NN=C3CCCC3)n2)cc1	33	-14	-9	16	-35	10	-3	-6
60	COc1ccc2nc(SCc3cccnc3)c(C#N)cc2c1	-79	0	5	-25	14	-23	-10	9
61	Cc1ccc(-c2nnn(CC(=O)N(c3ccc(F)cc3)C(C(=O)NC(C)(C)C)c3ccco3)n2)o1 (configuration not stated)	18	2	-7	-3	-21	20	-9	-13
62	O=C(Nc1ccccc1)C1CCN(C(=O)c2ccccc2)CC1	24	-12	-4	1	-16	12	-5	-8
63	Cn1cccc1/C=N/NC(N)=S	6	7	6	3	5	-1	-3	-6
64	CCCCN(Cc1nc2ccccc2c(=O)[nH]1)C(=O)CN1C(=O)NC2(CCCCC2)C1=O	-78	0	13	-55	-2	5	-3	2
65	CC(CC(=O)NCc1cccnc1)c1ccccc1 (configuration not stated)	-4	-2	3	-1	3	4	1	1
66	O=C(Nc1ccccn1)NC1CCS(=O)(=O)C1 (configuration not stated)	24	5	1	3	6	-15	-2	8
67	COc1ccc(N2CCN(C(=O)C3CCN(S(=O)(=O)c4ccc(F)cc4)CC3)CC2)cc1	2	-1	-2	0	-7	2	-6	0
68	Cc1cccc(NC(=O)CSc2nc3c(oc4ccccc43)c(=O)n2-c2ccccc2)c1	16	-7	3	0	-13	10	-3	0
69	CCOC(=O)C1=C(C)NC(C)=C(C(=O)OCC)C1c1cccc(C)n1	-114	0	4	-1	-19	-16	3	-2
70	COC(=O)c1ccc(-n2c(C)cc(C(=O)CCl)c2C)cc1	3	0	-2	2	-3	-5	0	-4
71	CC(C)CCN(C(=O)C1=COCCO1)c1c(N)n(Cc2ccccc2)c(=O)[nH]c1=O	-19	-8	-3	34*	-3	9	-9	-2
72	O=C(Nc1ccc(Cl)cc1)N1CCCN(Cc2ccc(F)cc2)C1	9	4	-6	1	-5	-6	-6	5
73	Cc1cccc(/C=N/NC(=O)NC2CCCCC2)c1	16	2	7	5	-4	3	4	5
74	CCOc1ccc(NC(=O)N[C@@H](CCSC)C(=O)OC)cc1	18	-7	-2	3	-4	-2	-2	1
75	CCCOC(=O)Nc1cc(OC)c(Cl)cc1OC	28	-6	4	1	-12	-2	1	7
76	CCC(C)NCC(=O)Nc1cc(S(=O)(=O)N(CC)c2ccccc2)ccc1Cl (configuration not stated)	0	-6	-10	1	-3	8	-3	14
77	Cc1cc(C)c(NC(=O)C2CCCN2CCO)c(C)c1 (configuration not stated)	7	0	0	-3	0	-10	-4	2
